Screening data deposited in PubChem BioAssay by NMMLSC.
T cell HTS: modulates CD8 T cell binding to vesicles | 2C CD8+ T cell-vesicle binding, flow cytometry; stronger effect = lower value | calls only at 7 µM | 330,000 tested, 0.068% active;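 active = response, share of CD8 T cells binding vesicles, and their 90th percentile fluorescence all below set limits, cut at about 80% in these data, passing the limit was not always enough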
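Also added: QL9-peptide-loaded Drosophila micro-vesicles bearing Ld, ICAM-1 and B7-1; Test system: purified 2C TCR transgenic mouse naive CD8+ T cells; Measured by: cytometric PE anti-B7-1 and Alexa647 anti-CD8 signals after 1% paraformaldehyde fixation; Timing: binding step 1.5 h, 37 °C, antibody labelling 20 min, ice.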
T cell HTS vesicle-bound %: further read-out of T cell HTS, marked with its call; double positive events, %; measured here: CD8+ vesicle-bound cell fraction;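 binding gate set so that unloaded-vesicle control wells show 10% double positive cells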
Numbers without * were called inactive; i = inactive.

item | canonical_smiles | T cell HTS | T cell HTS vesicle-bound %
1 | CC1CC(C)CN(S(=O)(=O)c2cccc3nsnc23)C1 (stereo unspecified) | i | 29
2 | Cc1ccc(NC(=O)Nc2cccc(C)n2)cc1 | i | 26
3 | COCCN(C(=O)COC(=O)/C=C/c1ccc2ccccc2n1)c1c(N)n(Cc2ccccc2)c(=O)[nH]c1=O | i | 50
4 | Cc1sc2nc(CN3CCOCC3)nc(NS(=O)(=O)c3cc(Cl)ccc3Cl)c2c1C | i | 37
5 | C[C@H](NC(=O)[C@@H]1CSC2c3ccccc3C(=O)N21)C(=O)NC1CCCCC1 (stereo partly specified) | i | 20
6 | CC[C@H](C)Cc1cn([C@@H](CCCN=C(N)N)C(=O)NCCCCCCCCCCC(=O)N2CCNCC2)nn1 | i | 35
7 | CCC(=O)c1ccc(OCC(=O)OCC(=O)NCCC2=CCCCC2)cc1 | i | 37
8 | CCOc1ccc(C2/C(=C(/O)c3ccc4c(c3)CC(C)O4)C(=O)C(=O)N2CCCn2ccnc2)cc1OCC (stereo unspecified) | i | 9
9 | Cc1[nH]c2ccc(C(=O)NCc3ccccn3)cc2c1C | i | 51
10 | COc1ccccc1C(=O)NCC(=O)NCCC(c1ccccc1)c1ccccc1 | i | 20
11 | CN(CC(=O)Nc1ccccc1F)Cc1cccs1 | i | 30
12 | Nc1ccc(S(=O)(=O)NC2(C(F)(F)F)NC(=O)N(Cc3ccccc3)C2=O)cc1 (stereo unspecified) | i | 50
13 | O=C(CSc1nc2ccccc2nc1N1CCCC1)Nc1ccc(Cl)cc1 | i | 40
14 | O=C(Nc1ccccc1C(=O)O)C1=NN=CC1 | i | 40
15 | CCCNC(=O)C(Cc1ccccc1)NC(=O)c1ccc(C(C)(C)C)cc1 (stereo unspecified) | i | 25

3 successive compounds out of the list so far:
item | canonical_smiles | T cell HTS | T cell HTS vesicle-bound %
1 | CC1CC(C)CN(S(=O)(=O)c2cccc3nsnc23)C1 (stereo unspecified) | i | 29
2 | Cc1ccc(NC(=O)Nc2cccc(C)n2)cc1 | i | 26
3 | COCCN(C(=O)COC(=O)/C=C/c1ccc2ccccc2n1)c1c(N)n(Cc2ccccc2)c(=O)[nH]c1=O | i | 50

Following part.
item | canonical_smiles | T cell HTS | T cell HTS vesicle-bound %
16 | COc1ccc(NC(=O)CN(C)C(=O)CCCSc2nc3ccccc3[nH]2)cc1 | i | 22
17 | C[C@@H](NC(=O)[C@@H]1Cc2ccccc2CN1)C(=O)NC1CCCC1 | i | 35
18 | Cc1ccc(S(=O)(=O)NNC(=O)Nc2cccc(F)c2)c(C)c1 | i | 17
19 | CCOC(=O)C1CCN(c2cc3c(cc2NC(=O)c2ccccc2Br)n(C)c(=O)n3C)CC1 | i | 42
20 | Cc1cc(C(=O)CN2C(=O)c3ccccc3S2(=O)=O)c(C)n1C(C)C | i | 32
21 | CCN(Cc1ccccc1)S(=O)(=O)c1c(C(=O)N2CCCC2)c(C)n(C)c1C | i | 10
22 | COc1ccc(S(=O)(=O)NCC(=O)NCc2cc(=O)n(C)c(=O)n2C)cc1 | i | 5
23 | COc1cc(C2NC(=O)NC(C)=C2C(=O)OC2CCCCC2)cc(Cl)c1O (stereo unspecified) | i | 55
24 | O=[N+]([O-])c1ccc(S(=O)(=O)NNC(=S)NCCc2ccccc2)cc1 | i | 60
25 | CCOc1ccc(N2C(=O)CC(N3CCN(c4ccccc4OC)CC3)C2=O)cc1 (stereo unspecified) | i | 63
26 | Cn1c(/C=C/c2cccc([N+](=O)[O-])c2)c([N+](=O)[O-])c(=O)n(C)c1=O | i | 22
27 | CCC1CN(C(=O)N2CCC(C(=O)NCCc3ccccc3OC)CC2)c2ccccc2O1 (stereo unspecified) | i | 8
28 | O=C(O)COc1ccc2oc3c(c2c1)CCCC3 | i | 59
29 | COc1cc2c(cc1OC)C(C)N(C(=O)c1cc3c(C)cc(C)cc3[nH]1)CC2 (stereo unspecified) | i | 10
30 | COc1cccc(-c2nc(CS(=O)CC(=O)NCc3ccc(F)cc3)c(C)o2)c1 (stereo unspecified) | i | 7
31 | COc1ccccc1N1CCN(C(=O)c2ccc3[nH]c(C)c(C)c3c2)CC1 | i | 20
32 | CC(C)(C)OC(=O)N1CCC(CC2CC(c3ccccc3)=NO2)(C(=O)NCc2ccccc2)CC1 (stereo unspecified) | i | 14
33 | COc1cc(/C=N/NC(=O)c2ccncc2)ccc1OCC(=O)Nc1ccccc1 | i | 12
34 | C=CC[C@@H](Cc1ccc(F)cc1)C(=O)OC[C@H]1CCCN1C(=O)[C@@H](CC=C)CC(=O)N(CCO)Cc1ccccc1 | i | 17
35 | CCOc1cccc(CN2CCC(CCC(=O)NC3CC3)CC2)c1O | i | 36
36 | CCC1Sc2ccc(S(=O)(=O)CCC(=O)Nc3cccc(Br)c3)cc2NC1=O (stereo unspecified) | i | 28
37 | CC1(C)CC(NC(=O)COc2cc3oc(=O)c4c(c3cc2Cl)CCC4)CC(C)(C)N1 | i | 13
38 | Cc1c(NC(=O)C(C)OC(=O)c2ccc(NC(=O)CC#N)cc2)c(=O)n(-c2ccccc2)n1C (stereo unspecified) | i | 38
39 | Cc1[nH]c2ccccc2c1C(=O)CN1CCN(c2ccc(Cl)cc2)CC1 | i | 57
40 | CCCCCn1nc(C(=O)N(CCOC)c2c(N)n(CCCC)c(=O)[nH]c2=O)c2ccccc2c1=O | i | 51
41 | CN1CCN(CC(=O)Nc2ccc(OC(F)(F)F)cc2)CC1 | i | 24
42 | CC(Sc1nnc(-c2cccs2)n1C1CC1)C(=O)NCC1CCCO1 (stereo unspecified) | i | 27
43 | Cc1ccc(OCC(=O)O/N=C(\N)c2ccncc2)cc1C | i | 10
44 | Cc1cc(C)cc(NC(=S)N2CCC(NC(=O)c3ccco3)CC2)c1 | i | 17
45 | O=[N+]([O-])c1ccc2nonc2c1Nc1cccc(F)c1 | i | 44

The closing three compounds of the section before open the next one:
item | canonical_smiles | T cell HTS | T cell HTS vesicle-bound %
43 | Cc1ccc(OCC(=O)O/N=C(\N)c2ccncc2)cc1C | i | 10
44 | Cc1cc(C)cc(NC(=S)N2CCC(NC(=O)c3ccco3)CC2)c1 | i | 17
45 | O=[N+]([O-])c1ccc2nonc2c1Nc1cccc(F)c1 | i | 44
46 | CCOc1cc(C(c2c(C)[nH][nH]c2=O)c2c(C)[nH][nH]c2=O)cc(Cl)c1O | i | 32
47 | O=C1Cc2cc([N+](=O)[O-])ccc2N1c1c(Cl)cccc1Cl | i | 29
48 | COc1cc(NC(C)CCCN)c2ncccc2c1 (stereo unspecified) | i | 24
49 | CC(=O)N1CCC(C(=O)Nc2ccc(S(=O)(=O)NCCc3ccccc3)cc2)CC1 | i | 50
50 | O=C(NCCc1ccccc1)c1cc2ccccc2oc1=O | i | 2
51 | Cc1ccc(C(=O)NCC(=O)OCC(=O)c2c(N)n(C)c(=O)n(C)c2=O)cc1C | i | 36
52 | O=C(NCC(c1cccs1)N1CCOCC1)c1ccc(Cl)nc1 (stereo unspecified) | i | 4
53 | COc1ccc(CNCCC(c2ccc(OC)cc2)c2ccccc2OC)cc1 (stereo unspecified) | i | 42
54 | COc1ccc([C@H]2CC(=O)C=C(c3ccccc3C(F)(F)F)C2)cc1 | i | 11
55 | COc1ccc(/C=C2\SC(=O)N(CC(=O)NC3CCS(=O)(=O)C3)C2=O)cc1 (stereo unspecified) | i | 54
56 | CS(=O)(=O)N(CC(=O)NCCSCc1ccccc1Cl)c1ccc(F)cc1 | i | 60
57 | Cc1ccc2cc(CCNC(=O)c3ccc(S(=O)(=O)N4CCOCC4)cc3)c(=O)[nH]c2c1C | i | 69
58 | CCOc1ccccc1N1CCN(C(=O)c2ccc(-c3ccc(OC(C)=O)cc3)cc2)CC1 | i | 48
59 | COc1ccccc1C1C(C#N)=C(N)N(N(C)C)C2=C1C(=O)CC(C)(C)C2 (stereo unspecified) | i | 38
60 | CS(=O)(=O)N1CCN(C(=O)Cc2ccc(Br)cc2)CC1 | i | 26

The final three records of the part before come first, to join the parts.
item | canonical_smiles | T cell HTS | T cell HTS vesicle-bound %
58 | CCOc1ccccc1N1CCN(C(=O)c2ccc(-c3ccc(OC(C)=O)cc3)cc2)CC1 | i | 48
59 | COc1ccccc1C1C(C#N)=C(N)N(N(C)C)C2=C1C(=O)CC(C)(C)C2 (stereo unspecified) | i | 38
60 | CS(=O)(=O)N1CCN(C(=O)Cc2ccc(Br)cc2)CC1 | i | 26
61 | CS(=O)(=O)N(CC(=O)N1CCc2ccccc2C1)c1ccccc1F | i | 3
62 | COc1ccc(C2C(C(=O)c3sc(C)nc3C)=C(O)C(=O)N2CCCn2ccnc2)cc1 (stereo unspecified) | i | 26
63 | CCOc1ccc(NC(=S)NC(=O)c2cccnc2)c([N+](=O)[O-])c1 | i | 60
64 | Cc1ccc(C(=O)N/C(=C\c2ccco2)C(=O)NCCCN2CCOCC2)cc1C | i | 22
65 | Cc1cccc(C)c1NC(=O)c1ccc(N2CCCC2=O)cc1 | i | 33
66 | COc1cccc(CNc2ccc(S(=O)(=O)N3CCN(C)CC3)cn2)c1 | i | 22
67 | Cc1noc(C)c1C(=O)OC(C)C(=O)N1CCc2ccccc21 (stereo unspecified) | i | 35
68 | Cc1ccc(S(=O)(=O)NCCC(=O)NNC(=O)COc2ccc(Br)cc2)cc1C | i | 37
69 | Cc1sc2ccccc2[n+]1CC(=O)c1ccccc1 | i | 30
70 | CCOC(=O)Cc1cn(C(=O)OC(C)(C)C)c2ccccc12 | i | 23
71 | COc1ccccc1NC(=O)Cc1nnc(SCC(=O)Nc2nccs2)n1C | i | 10
72 | CN(Cc1ccccc1)c1ncnc2sccc12 | i | 9
73 | COc1cc(C(=S)N2CCOCC2)cc(OC)c1OC(=O)c1ccccc1[N+](=O)[O-] | i | 56
74 | Cc1ccc(N(CCC#N)C(=O)COC(=O)c2cc(C)no2)cc1 | i | 21
75 | CCOc1ccc(N2C(=O)CC(Cc3ccc(Br)cc3)C2=O)cc1 (stereo unspecified) | i | 44
76 | COc1ccc(CCN2CC(C(=O)NCc3nc4ccccc4n3C)CCC2=O)cc1 (stereo unspecified) | i | 20
77 | Cc1ccc(NC(=O)CSc2nnc(NC(=O)C3CC3)s2)cc1 | i | 68
78 | Cc1ccc(C)c(OCCC(=O)N2CCN(S(=O)(=O)c3ccc([N+](=O)[O-])cc3)CC2)c1 | i | 26
79 | Cc1ccc(COC(=O)Cc2coc3cc(O)ccc23)cc1 | i | 14
80 | COc1ccc(-c2ccc(SCC(=O)NC3CCCCC3)nn2)cc1OC | i | 39
81 | N#Cc1ccc(OCC(=O)Nc2nc(-c3cccnc3)cs2)cc1 | i | 35
82 | CCOC(=O)C1=C(COC(=O)CCOc2ccc(C)cc2)NC(=O)NC1C (stereo unspecified) | i | 32
83 | Cc1cc(C)c(S(=O)(=O)NCC(c2cccnc2)N2CCN(Cc3ccccc3)CC2)c(C)c1 (stereo unspecified) | i | 11
84 | CC1(C)CC(=O)C=C(Nc2cccc(C(F)(F)F)c2)C1 | i | 16
85 | Cc1ccc(S(=O)(=O)N(Cc2ccccc2)c2ccccc2C(=O)N2CCCCC2)cc1 | i | 32
86 | COc1ccc(S(=O)(=O)N2CCN(C(=O)c3sccc3-c3ccccc3)CC2)cc1 | i | 22
87 | COc1cccc(N(C(=O)c2snc(C(N)=O)c2N)C(C(=O)NCC2CCCO2)c2ccc(C)o2)c1 (stereo unspecified) | i | 38
88 | O=S(=O)(Nc1nc(-c2ccccc2)cs1)c1cc(Cl)ccc1Cl | i | 43
89 | O=c1[nH]c(C2CCCN(S(=O)(=O)c3ccccc3F)C2)nc2c1nnn2Cc1ccccc1Cl (stereo unspecified) | i | 31
90 | O=C(NNC(=O)c1ccc2c(=O)n3c(nc2c1)CCC3)c1ccc(Cl)cc1 | i | 14

Results in sequence from above.
T cell HTS vesicle-bound % for nos. 76–85 → 20, 68, 26, 14, 39, 35, 32, 11, 16, 32
T cell HTS for nos. 76–85 → i, i, i, i, i, i, i, i, i, i

More compounds follow.
item | canonical_smiles | T cell HTS | T cell HTS vesicle-bound %
91 | CCOc1ccccc1Nc1ccc2nonc2c1[N+](=O)[O-] | i | 44
92 | CCN(CC(=O)Nc1ccc(NC(C)=O)cc1)C(=O)/C=C/c1ccc([N+](=O)[O-])cc1 | i | 37
93 | O=C(c1ccc(-n2cncn2)c([N+](=O)[O-])c1)N1CCN(S(=O)(=O)c2ccc(F)c(F)c2)CC1 | i | 30
94 | CCc1cc2cc(C)ccc2nc1SCC(=O)NC1CCCC1 | i | 22
95 | C=CCSc1nnc(NC(=O)C2CSC3(C)CCC(=O)N23)s1 (stereo unspecified) | i | 30
96 | Cc1ccc(OCCC(=O)OCC(=O)Nc2c(C)nn(-c3ccccc3)c2C)cc1 | i | 7
97 | O=C(CCCN1C(=O)[C@H]2CC=CC[C@H]2C1=O)NCc1nc(-c2ccc(Cl)cc2)no1 | i | 56
98 | COc1ccc(S(=O)(=O)N2CCC(C(=O)Nc3cc(Cl)ccc3N3CCOCC3)CC2)cc1OC | i | 38
99 | COc1cc(C(=O)OCC(=O)Nc2cccc(S(=O)(=O)N3CCCC3)c2)ccc1OCC(C)C | i | 10
100 | Cc1ccc(-c2cc(C(=O)N3CC(C)OC(C)C3)c3ccccc3n2)o1 (stereo unspecified) | i | 47
101 | O=C(CN1CCN(S(=O)(=O)c2cccc(F)c2)CC1)NCC1(N2CCOCC2)CCCCC1 | i | 34
102 | OC(CN1CCCC(C(F)(F)F)C1)c1ccccc1 (stereo unspecified) | i | 16
103 | COc1ccc(NS(=O)(=O)c2cn(C)cn2)cc1Cl | i | 1
104 | O=C(COC(=O)C1CCC1)Nc1cccc(S(=O)(=O)N2CCOCC2)c1 | i | 56
105 | CCC(C)c1ccc(NC(=O)NCCN2CCCCC2)cc1 (stereo unspecified) | i | 56
106 | O=C(CSc1nc2ccccc2c(=O)n1CC1CCCO1)Nc1ccccc1 (stereo unspecified) | i | 11

This is a subset, so the mix of outcomes need not match the whole.
